# Screening data: PubChem BioAssay, National Center for Advancing Translational Sciences (NCATS)
# GRP78 ERSR act: ER stress response induction in glioma. Potency, µM, for the others: at the highest dose activation, actives largely listed as activators. hit rate 0.02% among 420,000. U87-MG GRP78 promoter luciferase reporter, 16 h; also: potency is read from the fitted curve at half-maximal effect; series mostly up to about 76 µM; % of control where 0% means no effect; nearly all actives have a fitted effect of over 35% in size
#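 ERSR induction read as luciferase luminescence (Bright-Glo, 10 min at room temperature) in stably transfected human U87-MG glioma cells exposed to compounds for 16 h, using GRP78 as sensor.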
# USP1-UAF1 inh: USP1/UAF1 (human) deubiquitinase inhibition | AID 743255 | Potency, µM (series often up to 57.1 µM), inactives show at the highest dose activity change, negative = inhibition, most hits filed as inhibitors | recombinant USP1/UAF1, Ub-Rhodamine cleavage fluorescence | hit rate 0.23% among 390,000 | O94782; also: potency is read from the fitted curve at half-maximal effect; % is scaled to controls: 0 for no effect and ±100 for the full control effect; nearly all actives have a fitted effect of over 60% in size; inactives centre near -12
#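 Step one: compound is pinned into 1nM USP1/UAF1 in HEPES pH 7.8 buffer with TCEP. Step two: 15 min room-temperature incubation. Step three: Ub-Rho (150nM final) starts cleavage, tracked by fluorescence over six one-minute reads.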
# PI4K2A inh: PI4K2A (human) kinase inhibition | Q9BTU6 | activity change, negative = inhibition, % at 76.9 µM | purified PI4K2A, ADP-Glo luminescence, 1 h; active compounds read low | hit rate 0.13% among 420,000; in the data active = activity change below about -50%; inconclusive = mostly about -30% to -49%;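 also: -100% = wells without enzyme as full effect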
#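 PI4K2A activity was measured by ADP-Glo luminescence: enzyme (4 ug/mL stock) and phosphatidylinositol (1.2 mM stock) in Tris pH 7.5/MgCl2/EGTA/Triton X-100 buffer were reacted with ATP (300 microM stock) for one hour at ambient temperature.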
# LDHA block: LDHA (human) enzyme inhibition | P00338 | purified LDHA, NADH/diaphorase-resazurin fluorescence; active compounds read low | activity change, % (values are at about 110 or 230 µM) | hit rate 0.15% among 480,000; in the data active = activity change below about -30%; inconclusive = mostly about -25% to -30%;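 also: plate controls were DMSO wells for no effect and wells without enzyme for full effect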
#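 Human LDH5 at 2 nM final in Tris HCl pH 7.4 with 0.06 mM NADH and 0.2 mM pyruvate, reacted 5 minutes at room temperature. Remaining NADH coupled via diaphorase/resazurin; resorufin fluorescence read at 0 and 20 minutes, normalized to enzyme-free and DMSO wells.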
# Vif-APOBEC3G blk: blocks the Vif interaction with human APOBEC3G | HeLa A3G-eYFP + Vif (tagged APOBEC3G with the HIV-1 protein that degrades it), YFP fluorescence, overnight | Potency, µM (doses to about 46.1 µM), without a hit: at the top dose activity, negative = active, hits mostly inhibitors | hit rate 0.076% among 410,000 | AID 602310;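 also: potency is read from the fitted curve at half-maximal effect; % is scaled to controls: 0 for no effect and ±100 for the full control effect; nearly all actives have a fitted effect of over 60% in size; hits raise eYFP signal because A3G escapes Vif-driven loss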
#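 HeLa cells stably expressing Vif and C-terminally eYFP-tagged A3G, seeded overnight at 37 deg C, then exposed to compound by pintool overnight at 37 deg C. Rise in yellow fluorescence (Ex 488/Em 500-530, Acumen) marks blocked Vif-driven A3G degradation.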
# Vif-APOBEC3F blk: inhibitors of Vif-A3F interaction; HeLa A3F-eYFP + Vif (tagged APOBEC3F with the HIV-1 protein that degrades it), YFP fluorescence increase; Potency, µM (titrated, usually from 46.1 µM), without a hit: at the top dose activity, negative = active; hit rate 0.2% among 390,000; AID 602313; also: potency is read from the fitted curve at half-maximal effect; % of control where 0% means no effect; nearly all actives have a fitted effect of over 65% in size
#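 HeLa cells stably expressing Vif plus C-terminally eYFP-tagged A3F were seeded, incubated overnight at 37 deg C, dosed with compound, incubated overnight again at 37 deg C. Yellow fluorescence (Ex 488/Em 500-530) reported blocked Vif-mediated A3F-eYFP degradation.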
# mIDH1 inhibitor: inhibitors of human mutant IDH1 R132H; hit rate 0.093% among 390,000; O75874; Potency, µM (highest dose often 76.6 µM), without a hit: at the highest dose activity change, negative = inhibition, usual class: inhibitors; IDH1-R132H enzyme, NADPH consumption, diaphorase/resazurin fluorescence; also: potency is read from the fitted curve at half-maximal effect; % is scaled to controls: 0 for no effect and ±100 for the full control effect; nearly all actives have a fitted effect of over 65% in size
# Target sequence (O75874 whole entry R132H, stated change not applied): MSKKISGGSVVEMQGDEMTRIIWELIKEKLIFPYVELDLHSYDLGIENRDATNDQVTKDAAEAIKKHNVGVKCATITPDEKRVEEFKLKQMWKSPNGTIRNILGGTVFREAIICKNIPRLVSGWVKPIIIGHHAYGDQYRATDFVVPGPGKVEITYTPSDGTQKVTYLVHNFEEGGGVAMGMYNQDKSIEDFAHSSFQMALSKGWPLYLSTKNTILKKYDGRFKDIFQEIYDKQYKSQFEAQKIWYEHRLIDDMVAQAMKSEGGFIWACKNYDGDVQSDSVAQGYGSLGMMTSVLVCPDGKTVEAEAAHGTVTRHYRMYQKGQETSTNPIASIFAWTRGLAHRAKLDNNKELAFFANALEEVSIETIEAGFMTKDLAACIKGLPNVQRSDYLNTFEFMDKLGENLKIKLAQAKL
#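 IDH1-R132H (0.5 ug/mL) preincubated 30 min with compound, then NADPH (0.016 mM) and alpha-KG (2 mM) added; 80 min at RT, pH 7.5. Remaining NADPH coupled via diaphorase/resazurin to fluorescence (540/590 nm); concentration-response curves normalized to no-enzyme control.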
# TrxR1 substrate: rat thioredoxin reductase 1 substrate activity. O89049. purified TrxR1 substrate turnover, NADPH consumption readout. Potency, µM (top dose mostly 114 µM), for inactives: top-dose activity change, negative = substrate turnover. hit rate 0.01% among 390,000; also: potency is read from the fitted curve at half-maximal effect; % is scaled to controls: 0 for no effect and ±100 for the full control effect; nearly all actives have a fitted effect of over 50% in size
# Target sequence (O89049 whole entry, looked up): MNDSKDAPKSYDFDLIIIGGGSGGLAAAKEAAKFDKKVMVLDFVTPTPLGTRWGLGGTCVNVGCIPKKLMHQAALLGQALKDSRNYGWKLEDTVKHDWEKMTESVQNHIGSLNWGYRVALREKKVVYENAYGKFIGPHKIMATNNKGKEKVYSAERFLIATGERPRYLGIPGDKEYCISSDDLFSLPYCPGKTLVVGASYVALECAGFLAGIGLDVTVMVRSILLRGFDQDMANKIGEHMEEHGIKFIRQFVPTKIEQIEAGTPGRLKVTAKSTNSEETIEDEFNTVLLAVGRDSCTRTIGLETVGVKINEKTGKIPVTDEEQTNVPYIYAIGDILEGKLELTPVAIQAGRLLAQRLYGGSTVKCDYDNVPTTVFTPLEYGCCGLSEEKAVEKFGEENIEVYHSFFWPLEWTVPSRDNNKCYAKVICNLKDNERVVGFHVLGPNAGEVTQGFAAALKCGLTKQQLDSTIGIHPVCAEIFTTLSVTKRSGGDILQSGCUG
#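 Rat TrxR1, dispensed at 90 nM, was prereduced with 400 uM NADPH (final) for 5 min at ~22 deg C, then incubated with compound 15 min before 400 uM selenite. A first-read NADPH fluorescence drop versus no-compound background flagged substrates.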
# RXFP1 agonist: agonists of human relaxin receptor RXFP1 | Q9HBX9 | HEK293T-RXFP1 cAMP TR-FRET, 30 min; response scale: percent of porcine relaxin response, buffer zero | Potency, µM (series often up to 57.5 µM), for the others: at the highest dose activation, usual class: activators | hit rate 0.3% among 370,000; also: potency is read from the fitted curve at half-maximal effect; % is scaled to controls: 0 for no effect and ±100 for the full control effect; nearly all actives have a fitted effect of over 60% in size; many of its hits are not listed in these tables
#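 cAMP rise read by TR-FRET after 30 min, 37C compound exposure (up to 58 uM) in RXFP1-transfected HEK293 cells with Ro 20174 present. EC50 from Hill-equation fits, with 29 nM porcine relaxin as 100% and buffer as basal.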
# Active calls of the source: *; ? = inconclusive; · = no result given; & = joins results of further samples; [ ] = remark or other dose. Unless noted, calls follow the shape of the dose curve; as a rule, active = well fitted curve in the direction sought with a large enough effect; inconclusive = small, poorly fitted or top-dose-only effect, or another doubt; inactive = no such curve, though single readings can be large; an effect the other way counts as inactive or inconclusive.
No.	molecule	GRP78 ERSR act	USP1-UAF1 inh	PI4K2A inh	LDHA block	Vif-APOBEC3G blk
1	COc1cc2c(cc1OC)C(c1cc3cc4c(cc3[nH]c1=O)OCO4)N(C(=O)C1CC1)CC2 (stereo not drawn)	1%	-16%	-2	3	1%
2	O=C(Nc1ccc(C(=O)N2CCOCC2)cc1)C1CCC1	-3%	-22%	1	-1	0%
3	Cc1ccc(NCCc2ccc(C)nc2)cc1	5%	-13%	-13	0	-1%
4	O=C(CCN1C(=O)C2CC=CCC2C1=O)NC1CCCCC1 (stereo not drawn)	6%	-12%	2	-15	1%
5	COc1ccc(CN2C(=S)NC(C)(C)CC2(C)O)cc1 (stereo not drawn)	1%	-15%	-3	0	-6%
6	CCN(C[C@H]1N[C@@](CC)(C(=O)OC)[C@H]2C(=O)N(C)C(=O)[C@@H]12)C(=O)Nc1ccc(F)cc1	-4%	-13%	-6	-6	1%
7	Cc1ccc(-c2cc(C(F)F)n3ncc(C(=O)Nc4ccc(S(=O)(=O)Nc5ccccc5C)cc4)c3n2)cc1	-4%	1%	0	-10	-1%
8	Cc1cccc(/C(N)=N/OC(=O)c2ccc(Br)o2)c1	5%	-18%	-3	4	-3%
9	CCCS(=O)(=O)c1nc(S(=O)(=O)c2ccc(C)cc2)c(NC)s1	-5%	6%	-1	13&-2	6%
10	COCCCN(C(=S)Nc1cccc(Cl)c1)C(C)c1ccncc1 (stereo not drawn)	2%	-8%	0	-8	-1%
11	CCCNC(=O)NC1CCCc2ccccc21 (stereo not drawn)	-2%	-6%	5	-8	4%
12	O=C(NCCc1ccccc1)[C@@H]1CC=C[C@@H]2CCN(Cc3ccc(Cl)c(Cl)c3)C(=O)[C@@H]21	-2%&-2%	-25%	-2	-1	-8%&-2%

No.	Vif-APOBEC3F blk	mIDH1 inhibitor	TrxR1 substrate	RXFP1 agonist
1	-3%	11%	23%	1.6%
2	-5%	-1%[38.3 µM]	4%	·
3	-1%	0%	-3%	-0.4%
4	-11%	0%	0%	-1.9%
5	-24%	11%	-4%	-0.1%
6	7%	2%	1%	·
7	4%	5%	4%[57.1 µM]	-2.7%
8	-2%	2%	-7%	4.9%
9	1%	-10%	-6%	10%
10	-1%	-1%	-5%	0.3%
11	1%	12%	-2%	-0.1%
12	1%	-4%[38.3 µM]	3%&-13%	·

# An excerpt from above, reduced to PI4K2A inh, mIDH1 inhibitor and Vif-APOBEC3G blk.
entry	SMILES	PI4K2A inh	mIDH1 inhibitor	Vif-APOBEC3G blk
10	COCCCN(C(=S)Nc1cccc(Cl)c1)C(C)c1ccncc1 (stereo not drawn)	0	-1%	-1%
11	CCCNC(=O)NC1CCCc2ccccc21 (stereo not drawn)	5	12%	4%
12	O=C(NCCc1ccccc1)[C@@H]1CC=C[C@@H]2CCN(Cc3ccc(Cl)c(Cl)c3)C(=O)[C@@H]21	-2	-4%[38.3 µM]	-8%&-2%

# (list continues)
No.	molecule	GRP78 ERSR act	USP1-UAF1 inh	PI4K2A inh	LDHA block	Vif-APOBEC3G blk
13	Cc1ccc(-c2nc3ccccc3s2)cc1NC(=O)c1cc(-n2cnnc2)ccc1Cl	6%	-25%	6	-17	2%
14	COc1ncnc2c1oc1nc(CC(C)C)c3c(c12)CC(C)(C)OC3	-3%	-14%	-5	-12	0%
15	CC1=NN2C(=N)/C(=C\c3cc(C)n(-c4ccccc4)c3C)C(=O)N=C2S1	1%	-23%	0	-4	0%
16	O=C(CCC(=O)c1cccs1)NNC(=O)c1ccccc1O	-1%	0%	0	3	1%
17	CCCc1nnc(SCCSc2nnc(CCC)n2N)n1N	-6%	-4%	0	2	-3%
18	CCCN(C(=O)Cn1ncc2c(=O)oc3ccccc3c21)c1cccc(C)c1	-1%&4%	-5%&-9%	-14&-2	-17&1	1%&1%
19	Cc1ccc(Cn2nc3n(c2=O)-c2cc(Cl)ccc2OC3)cc1	3%	-22%	0	-1	-6%
20	CCOc1ccc(N/C=C/C(=O)c2ccc3ccccc3c2)c([N+](=O)[O-])c1	2%	-5%	-3	-8	5%
21	COC(=O)C1=C(C)N(CCCC(=O)O)C(=O)NC1c1ccc(C#N)cc1 (stereo not drawn)	1%	4%	-6	-13	-2%
22	O=C(COc1ccccc1Cl)OCC(=O)N1CCN(S(=O)(=O)c2ccccc2)CC1	-4%	-16%	-1	1	0%
23	COC(=O)c1cc(NS(=O)(=O)c2ccc3c(c2)c(=O)n(C)c(=O)n3C)cc(C(=O)OC)c1	4%	-19%	-2	-4	-4%
24	COc1ccc(CNC(=O)c2cccc(NC(=O)N3CCSc4ncccc43)c2)cc1	-2%	?	-1	-17	0%

No.	Vif-APOBEC3F blk	mIDH1 inhibitor	TrxR1 substrate	RXFP1 agonist
13	-9%	1%	26%	17%
14	-5%	13%	15%	-0.6%
15	?	-3%	7%	2.3%
16	-21%	5%	-4%	-1.2%
17	-6%	-3%	5%	1.9%
18	1%&-4%	2%&5%	-7%&-8%	0.3%&1.3%
19	-13%	0%	15%[11.4 µM]	2.0%
20	1%	2%	-8%	2.0%
21	-13%	-6%	-1%	·
22	·	1%	-9%	-0.5%
23	2%	-10%	4%	?
24	7%	?	0%	-0.7%

# Other records.
No.	molecule	GRP78 ERSR act	USP1-UAF1 inh	PI4K2A inh	LDHA block	Vif-APOBEC3G blk
25	COc1ccc(OCCCn2c(C3CC(=O)N(c4ccc(F)cc4)C3)nc3ccccc32)cc1 (stereo not drawn)	·	-20%	-2	-11	·
26	Cc1ccc(-n2ncc(C(=O)NCCN3CCOCC3)c2C2CCN(C(=O)OC(C)(C)C)CC2)c(C)c1	-1%	-10%	-4	-7	-3%
27	COc1ccc(-c2ccc3c(c2)C2CC3CCN2C(=O)OCc2ccccc2)cc1 (stereo not drawn)	-1%	?	-4	0	4%
28	CC(C)(C)c1ccc(S(=O)(=O)NC(=O)C2(C)CCN2C(=O)C2(c3ccccc3)CC2)cc1 (stereo not drawn)	-3%	·	0	-5	-3%
29	Cn1c(CN2CCOCC2)nnc1SCC(=O)NC1CCCCC1	-5%	-1%	2	-1	2%
30	CC(CO)(CO)NCc1ccc(-c2ccccc2)cc1	-1%	-17%	-4	-1	1%
31	CC(C)Oc1nc(-c2ccccc2O)nc2ccccc12	-2%	-5%	2	9	-15%
32	O=C(CSCc1nc2ccccc2[nH]1)N1CCN(c2cccc(Cl)c2)CC1	-2%	-7%	-4	-8	1%
33	CCOc1ccc2c(c1)C(c1cccs1)=NNC(c1cccnc1)=N2	-4%	-8%	7	1	3%
34	COc1ccc(/C=N/NC(=O)c2cc3c(ccc4ccccc43)o2)cc1OC	10%	-7%	-3	0	-16%
35	CCOC(=O)c1c(NC(=S)SC)sc(C(=O)N2CCc3ccccc3C2)c1C	-1%	-21%	-2	-1	-4%
36	O=C(Nc1nc(OCC(F)(F)F)cnc1/C=C\c1ccccc1)c1ccsc1	1%	·	3	-9	-8%

No.	Vif-APOBEC3F blk	mIDH1 inhibitor	TrxR1 substrate	RXFP1 agonist
25	·	·	-3%	2.2%
26	-5%	0%	-6%	-2.6%
27	1%	2%[38.3 µM]	5%	·
28	·	·	·	·
29	-3%	-1%	1%	-0.4%
30	-8%	3%	-10%	-0.9%
31	-18%	0%	4%[57.1 µM]	2.0%
32	-17%	2%	1%	3.3%
33	2%	1%	-1%[57.1 µM]	0.5%
34	-16%	15%	60%[activator]	1.1%
35	1%	1%	·	·
36	·	·	·	·

# Other compounds
No.	molecule	GRP78 ERSR act	USP1-UAF1 inh	PI4K2A inh	LDHA block	Vif-APOBEC3G blk
37	CC(Cc1n[nH]c(=S)o1)c1ccccc1 (stereo not drawn)	1%	-18%	-2	-2	0%
38	Cc1cc2cc(CNS(=O)(=O)c3ccc4ccccc4c3)ccc2n1C	-5%	-12%	0	-1	-6%
39	COc1ccc2nc(NC(=O)CSc3nc4cccnc4n3C)sc2c1	-12%	-11%	-2	-6	2%
40	CC1CCN(c2nc3ccc(C(=O)N4CCN(c5ccccc5)CC4)cc3s2)CC1	-2%	-19%	2	2	4%
41	Cc1ccc(NC(=O)c2cccc(N3C(=O)C4C5C=CC(C5)C4C3=O)c2)cc1C (stereo not drawn)	3%	-24%	2	-1	1%
42	O=C(CCC(=O)c1ccc(F)cc1)NC1CCCN(Cc2ccccc2F)C1 (stereo not drawn)	-2%	3%	0	-17	4%
43	CC(C)CCn1c(/C=C/c2ccccc2)nc2ccccc21	2%	-19%	5	-2	-2%
44	COc1ccc(CCNC(=O)C(=O)NCC(c2ccco2)S(=O)(=O)c2ccccc2)cc1 (stereo not drawn)	-4%	-9%	-2	-4	-2%

No.	Vif-APOBEC3F blk	mIDH1 inhibitor	TrxR1 substrate	RXFP1 agonist
37	-4%	-3%	3%	2.4%
38	-6%	-5%	4%[57.1 µM]	-0.6%
39	-1%	9%	8%	28%
40	9%	14%	-4%	0.1%
41	-7%	8%	2%	-1.7%
42	8%	1%	3%	0.8%
43	-15%	-13%	86%[activator]	13%
44	8%	0%	-6%[57.1 µM]	-1.4%

# A portion of the library. The share of hits here may be higher or lower than overall.
